# CCT modulator = modulators of cytosolic chaperonin (CCT/TRiC) activity; purified chaperonin ATPase assay, HTRF ADP detection, 30 min; activity change, % (test concentration not listed), hits read low; actives 0.3% (n = 360,000); AID 651819; in the data active means activity change below about -30%; further: on the % scale 0 is the no-effect control and ±100 the full control effect
#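 TRiC (40 or 20 nM final, by batch activity) in 30 mM Tris pH 7.4, 100 mM KCl, 5 mM MgCl2, 1 mM DTT was treated with compound at 76 uM single dose, then 10 uM ATP, 30 min at 37 °C. ADP was read by HTRF Transcreener.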
# PTHR1 agonist = activates the human parathyroid hormone receptor PTHR1; Q03431; HEK293 GP2 PTHR1 cells, GloSensor cAMP luminescence, 1 h; Potency, µM (top dose mostly 115 µM), for the others: top-dose activation, most hits filed as activators; actives 0.075% (n = 410,000); AID 743266; further: potency means the concentration at half of the fitted maximal effect; nearly all actives have a fitted effect of over 55% in size; some results filed as inactive show a strong effect at the top dose; inactives centre near -15; many of its hits are not listed in these tables
# Target sequence (Q03431 whole entry, looked up): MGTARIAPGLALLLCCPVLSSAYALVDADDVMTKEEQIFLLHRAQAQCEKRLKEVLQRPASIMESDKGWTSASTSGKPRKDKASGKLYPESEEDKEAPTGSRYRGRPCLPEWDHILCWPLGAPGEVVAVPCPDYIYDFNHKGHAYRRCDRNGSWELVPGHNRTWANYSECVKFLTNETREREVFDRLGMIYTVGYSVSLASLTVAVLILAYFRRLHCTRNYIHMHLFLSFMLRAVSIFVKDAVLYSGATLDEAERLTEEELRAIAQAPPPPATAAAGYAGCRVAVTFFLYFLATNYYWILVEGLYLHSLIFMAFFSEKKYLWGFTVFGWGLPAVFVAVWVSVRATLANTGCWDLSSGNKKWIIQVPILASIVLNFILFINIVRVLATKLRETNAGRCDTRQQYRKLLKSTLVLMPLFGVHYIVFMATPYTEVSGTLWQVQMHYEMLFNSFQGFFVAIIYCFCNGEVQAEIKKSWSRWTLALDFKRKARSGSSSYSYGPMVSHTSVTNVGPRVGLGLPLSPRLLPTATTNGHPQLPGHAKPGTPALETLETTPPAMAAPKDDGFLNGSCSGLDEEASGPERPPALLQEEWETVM
#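 HEK-293-derived GP2 cells expressing PTHR1 and a GloSensor cAMP reporter, 3,000/well, plated overnight, given luciferin plus IBMX (each 0.5 mM as added) for 1 h at 37 °C, then compound for 1 h at 37 °C. Luminescence was read after 15 min at room temperature.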
# DRD3 agonist = agonists of human D3 dopamine receptor; P35462; max activation, %; D3R DiscoveRx beta-arrestin cells, luminescence, 90 min; actives 0.58% (n = 410,000); in the data active means max activation above about 30%; further: 0% is about no effect; mostly tested at two doses, the higher about 12 µM
# Target sequence (P35462 whole entry, looked up): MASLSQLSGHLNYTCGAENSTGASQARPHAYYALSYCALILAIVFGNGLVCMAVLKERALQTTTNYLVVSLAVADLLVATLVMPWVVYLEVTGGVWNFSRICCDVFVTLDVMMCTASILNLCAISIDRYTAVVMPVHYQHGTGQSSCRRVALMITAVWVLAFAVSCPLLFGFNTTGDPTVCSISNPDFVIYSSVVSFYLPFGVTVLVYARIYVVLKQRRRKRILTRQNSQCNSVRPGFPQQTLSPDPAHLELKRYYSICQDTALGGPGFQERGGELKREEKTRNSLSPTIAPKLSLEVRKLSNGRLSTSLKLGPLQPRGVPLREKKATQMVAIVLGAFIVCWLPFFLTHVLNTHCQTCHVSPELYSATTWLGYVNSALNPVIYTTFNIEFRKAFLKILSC
#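 Cells at 1500/well, incubated overnight, then treated with pinned compounds (dopamine as control) for 90 min at 37 degrees C. DiscoveRx reagent added for 30 - 60 minutes at room temperature; luminescence read.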
# D3 antag = blocks the human D3 dopamine receptor | AID 652054 | D3R cells, DiscoveRx beta-arrestin luminescence, antagonist mode; active compounds read low | actives 2.5% (n = 360,000) | P35462 | max response, negative = inhibition, %; in the data active means max response below about -50%; inconclusive means no clear call, values can overlap the other calls; further: on the % scale 0 is the no-effect control and ±100 the full control effect; mostly tested at two doses, the higher about 12 µM
#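 Cells plated overnight at 1500 cells/well, then exposed to library compounds with dopamine controls for 90 minutes at 37 degrees C. DiscoveRx reagent added for 30–60 minutes at room temperature; luminescence read, quantitative HTS format.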
# EPAC2 agonist = agonists of human EPAC2 (RAPGEF4); Potency, µM (doses to about 154 µM), inactives show top-dose activation, hits mostly activators; Q8WZA2; actives 0.079% (n = 360,000); EPAC2 activation, biochemical qHTS; response scale: 100% = 6.5 mM cAMP response; further: potency means the concentration at half of the fitted maximal effect; nearly all actives have a fitted effect of over 50% in size
#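 qHTS, titration series. 100 nM EPAC2 / 250 nM Rap1B-BODIPY-GDP / 50 uM GDP; RT; ex 480/em 540 nm, 5-min reads to 30 min. Norm. to 6.5 mM cAMP = activation.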
# Mm-Cpn inhibitor = M. maripaludis TRiC chaperonin inhibition; purified Mm-Cpn ATPase, ADP Transcreener TR-FRET; AID 504842; Potency, µM (doses to about 76.9 µM), inactives show at the top dose activity, negative = inhibition, most hits filed as inhibitors; actives 0.031% (n = 330,000); further: potency means the concentration at half of the fitted maximal effect; on the % scale 0 is the no-effect control and ±100 the full control effect; nearly all actives have a fitted effect of over 80% in size
#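 TR-FRET (320 nm excitation; 590 and 665 nm emission) reports ADP made from 10 uM ATP by 25 nM enzyme; compounds were preincubated 10 min, reaction run 30 min, both at 37°C.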
# EPAC2 antagonist = antagonists of human EPAC2; Q8WZA2; EPAC2 GEF exchange of Rap1B-BODIPY-GDP, fluorescence; Potency, µM (doses to about 114 µM), for inactives: top-dose activity, negative = inhibition, most hits filed as inhibitors; actives 0.18% (n = 360,000); AID 720708; further: potency means the concentration at half of the fitted maximal effect; on the % scale 0 is the no-effect control and ±100 the full control effect; nearly all actives have a fitted effect of over 45% in size; many of its hits are not listed in these tables
# pAkt inh = inhibitors of Akt phosphorylation; AID 651550; Neuro2A IGF-stimulated pAkt S473 HTRF, 20 min; active compounds read low; actives 0.32% (n = 360,000); activity change, % for hits at 50 µM; in the data active means activity change below about -80%; inconclusive means mostly about -51% to -80%; further: on the % scale 0 is the no-effect control and ±100 the full control effect
#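 Single-point screen (50 µM final compound) in Neuro2A cells stimulated 20 min with 6 nM IGF at 37 deg C. After lysis, Ser473-phosphorylated Akt read by HTRF (ex 330 nm, em 615/665 nm) as the 665/615 ratio.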
# Starred values were filed as active, the others as inactive; i = inactive; u = inconclusive; x = no result given; & = joins results of further samples; [ ] = another dose, or the depositor's remark. Unless noted, the call rests on the fitted dose curve; in most records, active means well fitted curve in the direction sought with a large enough effect; inconclusive means small, poorly fitted or top-dose-only effect, or another doubt; inactive means no such curve, though single readings can be large; an effect the other way counts as inactive or inconclusive. Not all compounds are listed. The share of hits here may be higher or lower than overall.
SMILES,CCT modulator,PTHR1 agonist,DRD3 agonist,D3 antag,EPAC2 agonist,Mm-Cpn inhibitor,EPAC2 antagonist,pAkt inh
CC(=O)Cc1nsc(NC(=O)c2ccco2)n1,0.0,-28%[57.5 µM],-7,-13,11%,-1%,-2%,i
CC(C(=O)c1ccccc1)n1cnc2ccccc2c1=O (centres undefined),-0.3,i,-2,19,0%,3%,-2%,i
COc1ccc(NC(=O)CN(C)C(=O)c2cc(-c3ccco3)nc3ccccc23)cc1,-5.6,-8%,-7,3,-6%,-6%,-2%,i
CCOC(=O)/C=C/c1cnn(-c2ccccc2)c1,1.7,-27%,3,32,3%,3%,7%,i
O=C1CN(C(=O)COc2ccc(Cl)cc2Cl)c2ccccc2N1,1.5,-2%,6,21,1%,1%,-5%,i
Cc1c(NC(=O)c2ccc(F)cc2)c(=O)n(-c2ccccc2)n1C,-1.5,12%,4,-16,10%,0%,3%,i
COc1ccccc1NC(=S)N(CCCN1CCOCC1)Cc1cn(C)c2ccccc12,-1.7,i,-32,-6,5%,1%,-5%,i
CCN(CC)S(=O)(=O)c1ccc(NCCCn2ccnc2)c([N+](=O)[O-])c1,-0.5,i,4,5,3%,1%,0%,i
CNc1nc(Oc2ccc(C(=O)OC)cc2)nc(SC)n1,-3.3,i,-17,-5,5%,-1%,0%,i
O=S(=O)(c1cccc(Cl)c1Cl)N1CCN(C(=S)NCCCN2CCOCC2)CC1,-5.1,-91%[inhibitor],-11,-2,4%,1%,21%,i
COc1cc2c(c(OC)c1OC)C(=O)CO2,-1.0,-1%,0,-17,-1%,x,-6%,i
Cc1cc(=O)oc2c3c(cc(OCC(=O)NCc4ccco4)c12)OC(C)(C)CC3,2.5,-34%,-28,13,11%,-5%,-14%,i

# Among those listed so far, 3 have an aryl methoxy group:
SMILES,CCT modulator,PTHR1 agonist,DRD3 agonist,D3 antag,EPAC2 agonist,Mm-Cpn inhibitor,EPAC2 antagonist,pAkt inh
COc1ccc(NC(=O)CN(C)C(=O)c2cc(-c3ccco3)nc3ccccc23)cc1,-5.6,-8%,-7,3,-6%,-6%,-2%,i
COc1ccccc1NC(=S)N(CCCN1CCOCC1)Cc1cn(C)c2ccccc12,-1.7,i,-32,-6,5%,1%,-5%,i
COc1cc2c(c(OC)c1OC)C(=O)CO2,-1.0,-1%,0,-17,-1%,x,-6%,i

# Next compounds follow.
SMILES,CCT modulator,PTHR1 agonist,DRD3 agonist,D3 antag,EPAC2 agonist,Mm-Cpn inhibitor,EPAC2 antagonist,pAkt inh
Cc1cc(Nc2ccc(Br)cc2)n2nc(C)nc2n1,0.5,-17%,3,14,-5%,-2%,1%,i
CSc1ccc(NC(=O)Nc2cccn(Cc3ccccc3F)c2=O)cc1,-0.6,-93%[inhibitor],1,0,17%,-5%,1%,i
COc1cccc(CC(NC(C)=O)C(=O)NC2CCN(c3c4c(nc5ncnn35)CCC4)CC2)c1 (centres undefined),2.2,i,5,26,-8%,x,12%,i
CCCCCOc1ccc(C2C(C(=O)c3ccc(C)o3)=C(O)C(=O)N2c2cc(C)on2)cc1 (centres undefined),-0.7,i,-7,2,-14%,-5%,1%,i
C[C@H](CO)N1C[C@H](C)[C@@H](CN(C)Cc2ccncc2)Oc2c(NS(=O)(=O)c3ccc(Cl)cc3)cccc2C1=O,-0.7,i,4,7,5%,0%,-6%,i
COC(=O)C1CCN(S(=O)(=O)Cc2ccccc2Cl)CC1,-3.4,-2%,0,-1,10%,1%,1%,i
O=C(/C(=N\O)n1cncn1)c1ccc(Br)cc1Br,-10,i,-4,-11,-3%,0%,7%,i
O=C(NCc1ccco1)c1cc2ccc(O)cc2oc1=O,-2.2,i,3,83,6%,-8%,0%,i
O=C(c1cc(-c2ccc(Cl)cc2)on1)N1CCN(c2ccc(F)cc2)CC1,1.2,-4%,-3,0,-3%,1%,-10%,i
COc1ccc(Cl)cc1NC(=O)CN(c1ccccc1)S(=O)(=O)N(C)C,0.7,i,1,8,9%,x,-4%,i
Cc1ccc(NC(=S)N2CCN(S(C)(=O)=O)CC2)cc1C,-1.1,i,0,24,2%,1%,18%,i
CSc1cccc(NS(=O)(=O)c2ccccc2)c1,1.1,-18%[57.5 µM],-3,3,-3%,-2%,-2%,i

# Two successive records out of the list so far, for reference:
SMILES,CCT modulator,PTHR1 agonist,DRD3 agonist,D3 antag,EPAC2 agonist,Mm-Cpn inhibitor,EPAC2 antagonist,pAkt inh
Cc1cc(Nc2ccc(Br)cc2)n2nc(C)nc2n1,0.5,-17%,3,14,-5%,-2%,1%,i
CSc1ccc(NC(=O)Nc2cccn(Cc3ccccc3F)c2=O)cc1,-0.6,-93%[inhibitor],1,0,17%,-5%,1%,i

# Later entries
SMILES,CCT modulator,PTHR1 agonist,DRD3 agonist,D3 antag,EPAC2 agonist,Mm-Cpn inhibitor,EPAC2 antagonist,pAkt inh
CC(CC(=O)NC1CCCCC1)S(=O)(=O)c1ccc2c(c1)NC(=O)CO2 (centres undefined),-1.6,i,-1,0,-5%,0%,4%,i
Cc1ccc(OCCN2C(=O)C(=O)c3cc(C)ccc32)cc1,1.9,-21%,-11,u,6%,2%,u,i
Cc1cc(C(=O)CSc2nnnn2C)c(C)n1-c1ccc2c(c1)OCCO2,-3.3,i,-1,30,9%,-1%,-1%,i
O=C(Nn1c(SCc2ccc([N+](=O)[O-])cc2)nc2ccccc2c1=O)c1ccc(F)cc1,2.5,-91%[inhibitor],-8,-3,16%,-5%,7%,i
C(=N\Nc1nc(N2CCOCC2)nc(N2CCOCC2)n1)/c1ccncc1,-1.2,i,5,9,3%,2%,3%,i
COc1ccccc1-c1cc(C(=O)N2CCCCC2)no1,-0.3,-43%[inhibitor],-2,6,4%,-1%,-25%,i
CCc1cccc(CC)c1NC(=S)NCC(c1cccnc1)N(C)C (centres undefined),-2.3,-21%,-13,-23,18%,-6%,4%,i
COc1ccc(CN2C(=O)NC3(CCCCCC3)C2=O)cc1F,2.1,-2%[57.5 µM],-4,20,-8%,0%,6%,i
Cc1noc(NS(=O)(=O)c2ccc(NC(=O)c3nn(-c4ccccc4)ccc3=O)cc2)c1C,-1.7,i,0,2,11%,-4%,-3%,i
CC1CCCN(C(=O)c2ccc3c(=O)n(Cc4ccc5c(c4)OCO5)c(=S)[nH]c3c2)C1 (centres undefined),1.1,-25%[57.5 µM],-24,35,-2%,-5%,21%,i
CCCC(=O)N1CCc2cc(OC)c(OC)cc2C1COc1ccccc1OC (centres undefined),2.0,-12%,-17&-18,-13,6%,0%,-4%,i
CC(=O)c1ccc(S(=O)(=O)NCCC(=O)N2CCN(c3ccccn3)CC2)cc1,1.9,-10%,2,3,-1%,0%,-13%,i
Cc1ccc(-c2c(C#N)c(N)n(-c3ccc(Cl)cc3)c(=O)c2C#N)cc1,1.7,i,-2,9,-2%,x,-7%,i
CCCCC(=O)Nc1cnc(NC(=O)c2cccs2)cc1C,2.2,-5%,3,15,2%,-8%,5%,i
NC(=O)C1CCCN(S(=O)(=O)c2ccccc2)C1 (centres undefined),-1.5,i,10,2,5%,1%,4%,i
COC(=O)c1nn(-c2ccccc2)nc1-c1nn(-c2ccccc2)nc1C(=O)OC,1.0,-14%[57.5 µM],-2,13,8%,-2%,0%,i
COC(=O)C1=CN(c2ccc(F)cc2)C=C(C(=O)OC)C1c1cccc(Br)c1,-1.2,-8%,0,-5,9%,1%,-17%,i
Cn1ccc(-c2ccccc2)n1,-0.2,-2%,-1,5,8%,1%,11%,i
COc1ccc(OCC(=O)Nc2ccc(S(=O)(=O)Nc3cc(C)on3)cc2)cc1,2.0,-42%[inhibitor],-5,7,-4%,0%,7%,i
Cc1cc(C)cc(OCc2ccc(C(=O)NC3CCOC3=O)o2)c1 (centres undefined),-0.5,-12%,-3,-11,0%,-3%,15%,i
CCCN1CCN(CCCNC(=O)C2CCCN(c3nc4ccc(OCC)cc4s3)C2)CC1 (centres undefined),-1.8,-8%[57.5 µM],23,7,3%,0%,8%,i
COc1cccc(OC)c1-c1nn(-c2ncc(C(F)(F)F)cc2Cl)c(=O)o1,1.3,-18%,-4,-14,16%,0%,-20%,i
Cc1ccc(S(=O)(=O)NC(=O)c2cc(C)n(-c3ccccc3)c2C)cc1,0.2,-7%,2,-3,1%,-1%,-2%,i
CC1(C)CC(=O)C2=C(C1)OC1=C(C(=O)CC(C)(C)C1)C2c1cccc([N+](=O)[O-])c1,0.5,i,-13,-78*,8%,x,1%,i
COc1ccc(C(CCNC(C)c2ccccc2)C(C)C)cc1 (centres undefined),-2.6,i,-9,-7,2%,7%,-8%,i
CCOc1ccccc1-n1c(COc2ccccc2)nnc1SCC(N)=O,-0.2,i,4,19,5%,0%,11%,i
O=[N+]([O-])c1cc(S(=O)(=O)Nc2ccccc2)ccc1-n1nnc2ccccc21,-1.3,i,-24,-61*,23%,0%,-3%,i
CN1CCN(/N=C/c2nc(-c3cccc([N+](=O)[O-])c3)n3ccccc23)CC1,3.1,i,-1,5,19%,-4%,19%,i
C=CCC1CCCC(=O)N2CCCC12 (centres undefined),0.4,i,-27,17,-6%,1%,2%,i
Cn1c(N)c(C#N)c2c(c1=S)CSC(C)(C)C2,-2.3,i,4,-10,-2%,1%,0%,i
FC(F)(F)c1cc(-c2ccccc2)nc(N2CCOCC2)n1,-0.9,-13%,3,7,0%,0%,1%,i
CCOc1ccc(Br)cc1C(=O)N/N=C/c1ccc([N+](=O)[O-])cc1,0.7,i,-2,2,-5%,0%,-18%,i
Cn1ncc2cc(NC(=S)NC(=O)c3ccccc3)ccc21,-2.3,-49%[inhibitor],-8,4,18%,-1%,-5%,i
CC(=O)Nc1ccc(S(=O)(=O)N(C)CC(=O)NC2CCCCCCC2)cc1,-1.4,-26%,-10,-9,10%,2%,10%,i
CCC1Nc2ncnc(N3CCN(c4ccccc4)CC3)c2N(Cc2ccc(Cl)cc2)C1=O (centres undefined),1.2,9%,-69,-74*,9%,1%,-9%,i
COc1cccc(/C=C2\Oc3cc(OCC(=O)N4CCCC4)ccc3C2=O)c1OC,-0.3,-40%[inhibitor],2,14,2%,-12%,-22%,x
CCOC(=O)Cc1csc(NC(=O)Cc2cccs2)n1,-4.9,-27%,-3,-4,4%,1%,0%,x
O=C(CCS(=O)(=O)c1ccccc1)Nc1nc(-c2cccs2)cs1,0.8,-39%[inhibitor],-7,-21,14%,-1%,-2%,i
CSCCC(NS(=O)(=O)c1ccc(Cl)cc1)C(=O)OCC(=O)N(C(C)C)C(C)C (centres undefined),-1.1,i,-2,6,13%,1%,-1%,i
